# RGS8-Gao: regulators of human RGS8-Galphao interaction; multiplexed bead flow cytometry, RGS8-Galphao binding; actives lie on both sides; response (percent of control binding), % at 10 µM; hit rate 0.34% among 220,000; AID 1423; in the data active means response below about 60% or above about 140%; inactive means in between;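 further: Galphao activated as the GDP aluminium fluoride complex binding bead-coupled RGS8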
# Mcl1 Bid PPI: disrupts binding of human Mcl-1 to Bid peptide; TR-FRET Mcl-1/Bid-Dy647 peptide binding, 1536-well; hit rate 0.97% among 220,000; inhibition, % at 21.7 µM;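 active means compounds that cut the binding signal by more than half at the single screening dose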;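 further: His-tagged Mcl-1 with europium anti-His antibody binding Bid BH3 peptide; 0% = Mcl-1 plus peptide wells and 100% = peptide-only wells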
# Target sequence (Q07820 whole entry, looked up): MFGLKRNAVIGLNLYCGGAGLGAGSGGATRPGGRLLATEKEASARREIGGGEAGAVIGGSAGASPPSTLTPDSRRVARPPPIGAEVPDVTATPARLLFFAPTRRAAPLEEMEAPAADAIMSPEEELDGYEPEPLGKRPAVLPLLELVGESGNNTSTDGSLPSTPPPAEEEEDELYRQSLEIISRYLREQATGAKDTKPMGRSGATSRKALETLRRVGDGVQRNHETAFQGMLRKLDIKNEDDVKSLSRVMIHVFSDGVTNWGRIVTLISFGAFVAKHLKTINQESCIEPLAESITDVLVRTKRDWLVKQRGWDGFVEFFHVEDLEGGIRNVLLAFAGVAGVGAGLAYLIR
# RGS7-Gao: modulates binding of RGS7 to human Galphao | binding response (% of control), % at 10 µM | AID 1439 | hit rate 0.35% among 220,000 | Multiplexed bead flow cytometry; actives lie on both sides; in the data active means binding response below about 49% or above about 150%; inconclusive means no clear call, values can overlap the other calls; inactive means in between;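 further: fluorescent Galphao held in activated GDP-AlF4 state binding bead-coupled RGS7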
# GSH bead fluor: compound fluoresces at 488/530 nm on GSH beads | GSH beads flow cytometry, compound fluorescence 488/530 nm; stronger effect = higher value | fluorescence (KMESF) at 10 µM | hit rate 0.25% among 190,000 | AID 1776; in the data active means fluorescence above about 89;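 further: glutathione beads carrying GST-tagged Bcl family fusion proteins plus one bare bead set; values are compound well signal with DMSO vehicle wells as background; inactives centre near 16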
# Bcl-B Bim block: human Bim-Bcl-B interaction inhibition. bead-based flow cytometry, Bim peptide-Bcl-B binding. Q9HD36. AID 951. inhibition, % at 10 µM. hit rate 0.073% among 190,000;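 further: 0% = tracer peptide without compound and 100% = reference inhibitor peptide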
# Target sequence (Q9HD36 whole entry, looked up): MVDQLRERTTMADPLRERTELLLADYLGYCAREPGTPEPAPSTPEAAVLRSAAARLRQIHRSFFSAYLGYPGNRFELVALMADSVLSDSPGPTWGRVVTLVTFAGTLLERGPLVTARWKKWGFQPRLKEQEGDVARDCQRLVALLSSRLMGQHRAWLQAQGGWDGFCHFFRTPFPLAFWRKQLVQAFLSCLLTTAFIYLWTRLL
# Bcl-W Bim block: inhibitors of Bim-Bcl-W interaction, human | hit rate 0.02% among 190,000 | Q92843 | bead-based flow cytometry, Bim peptide-Bcl-W binding | inhibition, % at 10 µM;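 further: 0% = bound tracer without compound and 100% = peptide blocker; higher means less fluorescent Bim peptide bound to Bcl-W beads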
# Bcl-XL Bim block: inhibitors of Bim-Bcl-XL interaction, human. Q07817. Bim peptide-Bcl-XL binding, bead flow cytometry, fluorescence. inhibition, % at 10 µM. hit rate 0.04% among 190,000
# Target sequence (Q07817 whole entry, looked up): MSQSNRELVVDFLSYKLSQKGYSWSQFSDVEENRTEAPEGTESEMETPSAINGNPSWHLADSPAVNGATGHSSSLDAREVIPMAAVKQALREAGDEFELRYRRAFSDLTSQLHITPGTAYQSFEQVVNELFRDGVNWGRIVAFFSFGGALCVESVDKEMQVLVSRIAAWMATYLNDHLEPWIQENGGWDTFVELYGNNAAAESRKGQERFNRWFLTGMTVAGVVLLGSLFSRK
# RGS4-Gao reg: modulates binding of RGS4 to human Galphao. P09471. binding response (% of control), % at 10 µM. hit rate 0.33% among 220,000. Multiplexed bead flow cytometry; actives lie on both sides; in the data active means binding response below about 49% or above about 150%; inactive means in between;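 further: fluorescent Galphao activated with aluminum fluoride binding bead-coupled RGS4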
# Bcl-2 Bim block: inhibitors of Bim-Bcl-2 interaction, human; P10415; Bead-based flow cytometry, Bim peptide-Bcl-2 binding; inhibition, % at 10 µM; hit rate 0.06% among 190,000; AID 950; in the data active means inhibition above about 40%; inconclusive means no clear call, values can overlap the other calls;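 further: 0% = no compound wells with probe peptide and 100% = reference peptide inhibitor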
# Target sequence (P10415 whole entry, looked up): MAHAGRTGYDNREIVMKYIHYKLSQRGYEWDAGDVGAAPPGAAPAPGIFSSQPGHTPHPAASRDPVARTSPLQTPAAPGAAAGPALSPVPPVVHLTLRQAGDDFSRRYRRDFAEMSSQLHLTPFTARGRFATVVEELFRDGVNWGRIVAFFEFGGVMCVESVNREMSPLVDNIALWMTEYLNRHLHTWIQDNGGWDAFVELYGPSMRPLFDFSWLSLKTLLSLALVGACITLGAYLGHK
# Mcl-1 Bim block: human Bim-Mcl-1 interaction inhibition. Q07820. Bead-based flow cytometry, Bim peptide-Mcl-1 binding. inhibition, % at 10 µM. hit rate 0.1% among 190,000;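 further: 0% = no compound tracer wells and 100% = peptide blocker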
# Bfl-1 Bim block: human Bim-Bfl-1 interaction inhibition; hit rate 0.12% among 190,000; Q16548; Bead-based flow cytometry, Bim-Bfl-1 binding inhibition; inhibition, % at 10 µM;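 further: 0% = wells without compound plus tracer and 100% = blocker peptide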
# * marks the source's active call; other numbers are inactive results; u = inconclusive; [ ] = remark or other dose. Unless noted, no stated cut-off is given here; in the data, active means inhibition above about 40%. This is a random part of the collection (roughly 1.8% active in at least one column).
RGS8-Gao	Mcl1 Bid PPI	RGS7-Gao	GSH bead fluor	Bcl-B Bim block	Bcl-W Bim block	Bcl-XL Bim block	RGS4-Gao reg	Bcl-2 Bim block	Mcl-1 Bim block	Bfl-1 Bim block	molecule
103	84*	99	11	-3	0	-2	100	-1	-1	-4	CCOc1ccc(-c2csc3ncn(-c4ccc(OC)cc4)c(=O)c23)cc1
96	-16	101	10	-8	-3	-6	98	-7	-3	-4	Cc1cccc(OCc2nc(-c3cccnc3)no2)c1
127	-24	105	14	1	-1	-1	109	0	1	4	O=C(CNC(=S)N(Cc1ccccc1)Cc1cccnc1)NCCN1CCOCC1
103	4	101	11	-8	-7	-11	101	-12	-4	-12	O=C(COC(=O)c1cccc(N2C(=O)c3ccccc3C2=O)c1)Nc1ccccc1
101	-3	100	13	-1	0	-4	99	0	-2	-2	CN(C)CCCNC(=O)c1ccc2[nH]c3ccccc3c2c1
102	-20	96	11	-5	0	-4	98	-2	-1	0	CN(C)c1cccc2c1C(=O)c1ccccc1C2=O
101	1	95	13	-7	-1	-2	100	-6	-1	-9	Cc1cccc(N(CC(=O)NCCSc2ccccn2)S(=O)(=O)c2ccccc2)c1
98	-19	u	9	0	-3	-1	97	1	-1	3	CCS(=O)(=O)c1ccc2oc(SCC(=O)N3CCCCC3)nc2c1
103	-74	100	12	-3	-2	-6	103	-5	-2	-2	C/C(CC(=O)Nc1ccc(F)cc1)=N\NC(=O)COc1ccccc1
100	7	99	16	-1	0	-1	100	0	-2	0	COc1ccc(C(=O)c2c[nH]c3ccccc23)cc1
103	-22	101	24	-7	1	-8	106	-9	0	-15	CN1C(=O)NC(c2ccc(O)cc2)C(C(=O)c2cccs2)C1(O)C(F)(F)F (stereo not drawn)
101	-41	97	13	-4	-1	-6	101	-5	-2	-5	COC(CNC(=O)c1ccc(-n2c(=S)[nH]c3ccccc3c2=O)cc1)OC
97	-10	100	7	13	15	22	99	4	11	3	O=C(Nc1nc(-c2ccc(S(=O)(=O)N3CCCC3)cc2)cs1)c1ccco1
92	-6	94	16	-7	0	-3	93	-2	-4	-2	O=C(Cc1cccs1)Nc1nc(-c2ccc(F)cc2F)cs1
97	-11	99	11	-1	6	-6	97	-1	-1	-2	O=C(CCNS(=O)(=O)c1cccc2nsnc12)N1CC(=O)N(CCc2ccccc2)C(=O)C1
97	-10	101	20	-11	-2	-8	99	-5	-4	-11	N#Cc1ccc(NC(=O)COC(=O)CCc2ccc(S(=O)(=O)N3CCCCC3)cc2)cc1
93	-5	89	20	1	1	2	92	4	0	5	O=C(O)CSc1nnc(Nc2ccccc2)n1-c1ccccc1
99	-44	98	17	-1	-4	-7	99	-5	-4	-5	COc1cc2c(cc1OC)CN(CC(=O)Nc1ccc3c(c1)OCO3)CC2
95	-8	96	14	1	-4	-3	95	-1	-2	-2	N#C/C(=C1/CCCCCN1)c1nnc2n1CCCCC2
99	-4	101	12	-7	-2	-8	98	-7	-5	0	Cc1ccc(C(=O)COC(=O)CN2C(=O)C3C4CCC(C4)C3C2=O)cc1[N+](=O)[O-] (stereo not drawn)
104	13	102	31	-10	-3	-12	102	-10	-6	-18	COc1cc(OC)cc(C(=O)N2CCCc3ccccc32)c1
99	-3	100	13	-5	-1	-2	101	3	0	-5	Cn1c(-c2ccccc2)c(/C=N/NC(=O)c2cccnc2)c2ccccc21
93	-23	96	55	-7	-2	-8	98	-3	-1	-3	CC(=O)Nc1cccc(C(=O)OCc2ccccc2)c1
98	-8	104	23	0	-3	0	97	-3	-1	5	Cc1ccc(-c2cc3nc(C)cc(C)n3n2)cc1
103	-2	105	10	-2	-1	0	105	-8	0	-5	CN(C(=O)COC(=O)c1ccc2c(c1)OCCO2)c1ccccc1
104	7	101	57	-6	-2	-4	100	-2	-7	-1	CN(C)C(=O)N1CCC(C(=O)NCc2cccs2)CC1
101	-21	u	16	-8	-4	-6	101	-5	-3	-5	COc1ccc(CC(=O)N2CCC(c3ccccc3)C2)cc1 (stereo not drawn)
98	3	95	27	-5	-5	-5	97	-5	-3	-3	COC(=O)CN(C(=S)Nc1ccc(Cl)cc1)C1CC(=O)N(c2ccc(OC)cc2)C1=O (stereo not drawn)
104	-62	100	20	-7	-6	-5	94	-4	-2	-15	COc1ccc(CNC(=O)CN2CCC(n3nnc4cc(F)ccc43)CC2)cc1
93	4	92	7	7	2	3	99	6	2	4	COc1ccc(/C=C(/C(=O)NCc2ccccc2)c2ccccc2)cc1
99	-21	98	47	-10	0	-7	98	-7	2	-8	NC(=O)c1ccsc1NC(=O)C1CCCN1S(=O)(=O)c1ccc(Cl)cc1 (stereo not drawn)
102	-37	99	10	-5	0	0	101	-6	-1	-6	Cc1ccccc1CC1(CO)CCCN(Cc2ccn[nH]2)C1 (stereo not drawn)
105	-16	97	15	-11	-4	-6	101	-6	-3	-5	CSc1ncc(Cl)c(C(=O)Nc2cccc(C)c2)n1
96	-38	96	34	-5	2	-4	92	-7	0	-12	CCNC(=S)N/N=C/c1ccc(OCCOc2ccccc2C)cc1
100	-13	97	14	-2	-3	-4	98	12	-2	0	CCOC(=O)C(C(=O)NCCCN1CCOCC1)C1CCCCC1 (stereo not drawn)
105	18	99	10	-4	-2	-4	104	-3	-1	-5	CCOC(=O)c1c(NC2=NS(=O)(=O)c3ccccc32)sc2c1CCC(C)C2 (stereo not drawn)
130	-11	111	7	-6	-8	-5	107	-2	-6	0	Cc1cc(C)c(S(=O)(=O)c2cccc(Cl)c2)c(Cl)n1
106	-38	104	9	-8	-2	-3	104	0	-2	-1	Nn1c(Cc2cccc3ccccc23)nnc1SCc1ccccc1
111	1	110	29	-4	0	-11	105	-13	-3	-11	O=C(NCC(c1cccnc1)N1CCN(c2ccccc2F)CC1)c1cccc(Cl)c1 (stereo not drawn)
99	-4	111	13	-8	14	22	98	20	18	8	Cc1ccc(C2=N/C(=C/c3cccs3)C(=O)N2Nc2ccccc2)cc1
88	-6	80	33	-8	-2	8	70	-7	0	-9	CC(=O)c1cccc(NC2c3ncccc3C(=O)N2Cc2ccco2)c1 (stereo not drawn)
101	0	96	12	-7	-7	-9	99	-7	-5	-2	O=C(CSc1nc2ccccc2n1-c1ccccc1)Nc1ncc(Cl)cc1Cl
100	-18	101	15	-6	1	0	101	-3	2	-4	CCOC(=O)C(CC)Sc1nc2c(c(=O)[nH]c(=O)n2C)n1CCc1ccccc1 (stereo not drawn)
100	3	99	24	-4	-1	-5	103	-3	0	-5	CCCS(=O)(=O)NCCc1cc2c(OC)ccc(OC)c2[nH]c1=O
103	-29	103	6	-3	-2	-2	102	0	-3	0	Cc1ccc2cccc(Oc3ccc([N+](=O)[O-])cc3[N+](=O)[O-])c2n1
100	-14	104	18	-17	-8	-14	101	-6	-8	-14	CC(C)C1Cc2c(sc(NC(=S)NC(=O)c3ccccc3)c2C#N)CO1 (stereo not drawn)
103	57*	102	10	-8	-6	-3	105	0	-1	0	COc1ccc(C(=O)Nc2ccccc2C(=O)NC(Cc2ccc(O)cc2)C(=O)NNC(=O)c2ccc(C)cc2)cc1 (stereo not drawn)
102	75*	97	17	-1	3	-1	100	-6	2	-8	Clc1ccc(OCCN2CCCCC2)c(Cl)c1
100	-20	100	11	-4	5	0	102	-7	1	-8	O=C(CN1C(=O)C2CC=C(Cl)CC2C1=O)NCc1ccccc1 (stereo not drawn)
102	-10	102	15	-7	-6	-9	99	-4	-3	-1	COc1ccc(CCNC(=O)CCn2c(=O)oc3ccccc32)cc1
101	-5	100	13	-8	-4	-9	102	-3	-5	-9	Cc1ccc(C(=O)c2cc([N+](=O)[O-])ccc2N2CCCCC2)cc1
97	17	97	38	-2	-1	-5	103	-4	0	-2	O=S(=O)(NCCSc1ccccc1)c1cccs1
103	6	102	17	-6	-1	-6	107	-7	-3	-16	C#CC[N+](C)(C)CCCCCCCCCCCC
99	-10	103	15	-2	0	-1	100	0	0	-1	O=C(NCCCN1CCOCC1)C(=O)NCc1ccc(Cl)cc1
100	-3	96	15	0	2	3	102	3	0	-2	Cc1cc([N+](=O)[O-])ccc1NC(=O)C[n+]1ccc(N(C)C)cc1
98	8	102	28	1	0	-2	100	3	0	-1	COc1ccccc1NC(=O)c1nn(-c2ccccc2)ccc1=O
101	-19	107	9	-11	0	-4	101	1	-11	2	Cc1ccc2c(c1)C1CN(C)CCC1N2C(=S)NC(=O)c1ccc(Br)cc1 (stereo not drawn)
99	-17	102	4	-2	-1	-8	106	-5	0	-10	O=C(CP(=O)(c1ccccc1)c1ccccc1)Nn1cnnc1
99	-22	95	11	-1	0	0	98	-4	0	-7	Cc1[nH]c(=O)c(C#N)c2c1COC(C)(C)C2
98	-64	106	15	-49	-5	-12	101	-9	-22	-9	COc1ccccc1/C=C/C=N/n1c(C2CCCCC2)n[nH]c1=S

# Record cards (already shown). Order of values: RGS8-Gao	Mcl1 Bid PPI	RGS7-Gao	GSH bead fluor	Bcl-B Bim block	Bcl-W Bim block	Bcl-XL Bim block	RGS4-Gao reg	Bcl-2 Bim block	Mcl-1 Bim block	Bfl-1 Bim block
# Cc1cc([N+](=O)[O-])ccc1NC(=O)C[n+]1ccc(N(C)C)cc1 across the screens: 100	-3	96	15	0	2	3	102	3	0	-2
# O=C(CN1C(=O)C2CC=C(Cl)CC2C1=O)NCc1ccccc1 (stereo not drawn) across the screens: 100	-20	100	11	-4	5	0	102	-7	1	-8
# COc1ccccc1/C=C/C=N/n1c(C2CCCCC2)n[nH]c1=S across the screens: 98	-64	106	15	-49	-5	-12	101	-9	-22	-9

# (more compounds)
RGS8-Gao	Mcl1 Bid PPI	RGS7-Gao	GSH bead fluor	Bcl-B Bim block	Bcl-W Bim block	Bcl-XL Bim block	RGS4-Gao reg	Bcl-2 Bim block	Mcl-1 Bim block	Bfl-1 Bim block	molecule
101	-4	101	9	-4	-4	-8	100	-5	-3	-4	CN(C)Cc1ccc(F)cc1Sc1cc(Cl)ccc1Cl
100	-17	99	23	0	-3	-1	101	-4	-3	0	CCCS(=O)(=O)N1CCN(C(=O)c2ccc(-c3ccccc3)cc2)CC1
99	99*	98	33	-4	0	-11	100	-9	-2	-9	O=C(CN1C(=O)c2ccccc2C1=O)N1CCCCC1
153*[activator]	-8	115	10	-4	-1	-3	116	0	-2	0	Cc1ccc(-n2c(C)cc(C(=O)COc3c(CO)cc(F)cc3CO)c2C)cc1C
103	-73	102	14	0	0	0	102	2	0	3	COc1ccc(C(=O)NCc2nnc(SCC(=O)N3CCCc4ccccc43)o2)cc1OC
101	1	105	16	-3	-5	-3	100	-4	-5	-5	Cc1ccc(OC(=O)c2sc3ncn(C)c(=O)c3c2C)cc1
105	-14	103	20	-8	1	-3	106	-8	-3	-18	COc1ccc(CN2CCCC2C(=O)Nc2ccc(OC)c(OC)c2)cc1OC (stereo not drawn)
103	-12	102	16	-4	0	-4	101	-10	-2	-12	Cc1ccc(OCC(=O)N/N=C/c2ccco2)cc1
98	-56	93	23	5	3	3	98	4	4	1	Cc1nnc(NC(=O)CSc2ccc(-c3ccco3)nn2)s1
100	-23	103	5	-5	-2	-6	102	1	-4	0	Cc1ccc(C(=O)N/C(=C/c2ccc(-c3ccc(Br)cc3)o2)C(=O)NC2CCS(=O)(=O)C2)cc1 (stereo not drawn)
101	-26	103	10	-5	1	1	99	1	5	-7	CC1(C)CC(N2CCCC2)=CC(=[N+]2CCCCC2)C1

# High-throughput results deposited in PubChem by several laboratories.
